Screens: PubChem BioAssay, Broad Institute
NSD2 block – inhibitors of human NSD2 methyltransferase; O96028; 44,000 tested, 0.07% active; NSD2-SET H3K36me1 DELFIA fluorescence, biochemical; inhibition, % at 12.5 µM; AID 624260; in the data active means inhibition above about 54%, passing the limit was not always enough;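 further: inhibitors reduce the monomethyl H3K36 fluorescence signal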
Numbers without * were called inactive. Some of the compounds tested; the hit share may differ from the screen's.

SMILES	NSD2 block
CC(C)NC(=O)Nc1ccc2c(c1)CC(=O)N([C@H](C)CO)C[C@H](C)[C@@H](CN(C)S(C)(=O)=O)O2	8.3
C[C@H](CO)N1C[C@H](C)[C@H](CN(C)C(=O)Nc2ccc(F)cc2)Oc2ccc(NC(=O)Cn3cnnn3)cc2CC1=O	-2.2
COc1ccc(S(=O)(=O)Nc2ccc3c(c2)CC(=O)N([C@@H](C)CO)C[C@@H](C)[C@H](CN(C)C(=O)NC2CCCCC2)O3)cc1	-2.2
COc1ccc(CN(C)C[C@@H]2OCCCC[C@@H](C)Oc3ccc(NS(=O)(=O)c4ccc(Cl)cc4)cc3C(=O)N([C@H](C)CO)C[C@@H]2C)cc1	-0.6
Cc1noc(C)c1S(=O)(=O)Nc1ccc2c(c1)C(=O)N([C@@H](C)CO)C[C@@H](C)[C@H](CN(C)C(=O)c1ccccc1)OCCCC[C@H](C)O2	4.1
C[C@H](CO)N1C[C@H](C)[C@H](CN(C)S(=O)(=O)c2ccccc2)Oc2ncc(C#Cc3ccc(C(F)(F)F)cc3)cc2C1=O	-2.5
C[C@H](O)C#Cc1ccc2c(c1)O[C@@H](CN(C)Cc1ccc(-c3ccccc3)cc1)[C@H](C)CN([C@@H](C)CO)S2(=O)=O	-3.0
CC(C)NC(=O)N(C)C[C@@H]1Oc2ccc(NC(=O)Nc3ccc(F)cc3)cc2C(=O)N([C@H](C)CO)C[C@@H]1C	3.8
C[C@@H]1CCCCO[C@@H](CN(C)C(=O)CCC(F)(F)F)[C@H](C)CN([C@@H](C)CO)C(=O)c2cc(NS(=O)(=O)c3ccc(Cl)cc3)ccc2O1	-5.2
Cc1noc(C)c1NC(=O)Nc1cccc2c1O[C@H](CN(C)Cc1ccc(-c3ccccc3)cc1)[C@@H](C)CN([C@H](C)CO)C2=O	-0.5
C=CCNC(=O)[C@H]1[C@@H]2C(=O)O[C@@H](c3ccccc3)[C@@H](c3ccccc3)N2[C@@H](c2ccc(OCCO)cc2)[C@]12C(=O)Nc1ccc(C#CCCO)cc12	3.5
C[C@H]1CN([C@@H](C)CO)C(=O)c2cc(NC(=O)Nc3ccc(F)cc3)ccc2O[C@H]1CN(C)Cc1ccc2c(c1)OCO2	-7.8
COc1ccc(S(=O)(=O)N(C)C[C@@H]2Oc3ccc(NS(=O)(=O)c4ccccc4)cc3CC(=O)N([C@H](C)CO)C[C@@H]2C)cc1	-1.5
CC(=O)O[C@@H]1c2c(ccc3ccc(=O)oc23)OC(C)(C)[C@@H]1OC(=O)C=C(C)C	-2.6
C[C@H](CO)N1C[C@H](C)[C@@H](CN(C)S(=O)(=O)c2ccc(F)cc2)Oc2ccc(NC(=O)CCCN(C)C)cc2CC1=O	6.4
C[C@H]1CN([C@@H](C)CO)C(=O)c2cc(-c3ccc(F)cc3)cnc2O[C@@H]1CN(C)S(C)(=O)=O	-3.7
C[C@@H]1CCCCO[C@H](CN(C)Cc2ccc3c(c2)OCO3)[C@H](C)CN([C@@H](C)CO)C(=O)c2cc(NC(=O)Nc3cccc4ccccc34)ccc2O1	4.8
C[C@@H]1CN([C@H](C)CO)C(=O)c2cccc(NC(=O)Nc3ccc(C(F)(F)F)cc3)c2O[C@H]1CN(C)C	-4.2
Cc1noc(C)c1NC(=O)Nc1ccc2c(c1)C(=O)N([C@@H](C)CO)C[C@@H](C)[C@@H](CN(C)C(=O)Nc1cccc3ccccc13)O2	-1.3
O=C(C[C@H]1C[C@H]2c3cc(NC(=O)Cc4ccncc4)ccc3O[C@H]2[C@@H](CO)O1)NCc1ccccn1	0.7
C[C@H]1CN([C@@H](C)CO)C(=O)Cc2cc(NS(=O)(=O)c3ccccc3)ccc2O[C@H]1CN(C)S(=O)(=O)c1cccs1	-0.9
COc1ccc(NC(=O)N[C@H]2C=C[C@@H](CC(=O)NC3CCC3)O[C@@H]2CO)cc1	1.4
COc1ccccc1CNC(=O)C[C@H]1C[C@@H]2c3cc(NC(=O)c4cccnc4)ccc3O[C@@H]2[C@@H](CO)O1	-3.4
C[C@H](CO)N1C[C@H](C)[C@@H](CN(C)Cc2ccc3c(c2)OCO3)Oc2ccc(NS(=O)(=O)c3ccc(F)cc3)cc2C1=O	0.3

Some of these compounds in order of their number in NSD2 block, descending:
SMILES	NSD2 block
C[C@@H]1CCCCO[C@H](CN(C)Cc2ccc3c(c2)OCO3)[C@H](C)CN([C@@H](C)CO)C(=O)c2cc(NC(=O)Nc3cccc4ccccc34)ccc2O1	4.8
Cc1noc(C)c1S(=O)(=O)Nc1ccc2c(c1)C(=O)N([C@@H](C)CO)C[C@@H](C)[C@H](CN(C)C(=O)c1ccccc1)OCCCC[C@H](C)O2	4.1
Cc1noc(C)c1NC(=O)Nc1cccc2c1O[C@H](CN(C)Cc1ccc(-c3ccccc3)cc1)[C@@H](C)CN([C@H](C)CO)C2=O	-0.5
Cc1noc(C)c1NC(=O)Nc1ccc2c(c1)C(=O)N([C@@H](C)CO)C[C@@H](C)[C@@H](CN(C)C(=O)Nc1cccc3ccccc13)O2	-1.3
C[C@H](CO)N1C[C@H](C)[C@H](CN(C)S(=O)(=O)c2ccccc2)Oc2ncc(C#Cc3ccc(C(F)(F)F)cc3)cc2C1=O	-2.5
C[C@H]1CN([C@@H](C)CO)C(=O)c2cc(-c3ccc(F)cc3)cnc2O[C@@H]1CN(C)S(C)(=O)=O	-3.7

Following part:
SMILES	NSD2 block
CCC(CC)C(=O)N1c2ccccc2CCc2ccccc21	-1.0
CC(=O)N(C)C[C@@H]1Oc2cc(C#Cc3ccc(F)cc3)ccc2S(=O)(=O)N([C@H](C)CO)C[C@@H]1C	-0.4
CC(C)NC(=O)N(C)C[C@@H]1Oc2ncc(-c3ccccc3)cc2C(=O)N([C@H](C)CO)C[C@@H]1C	4.8
C[C@@H]1CN([C@H](C)CO)C(=O)c2cc(NC(=O)NC3CCCCC3)ccc2O[C@@H]1CN(C)C(=O)Nc1ccc(F)cc1	-2.6
C[C@H](O)C#Cc1cnc2c(c1)C(=O)N([C@H](C)CO)C[C@H](C)[C@@H](CN(C)C(=O)Nc1ccc(C(F)(F)F)cc1)O2	2.9
C[C@@H]1CN([C@H](C)CO)C(=O)c2cccc(NC(=O)C3CCOCC3)c2O[C@@H]1CN(C)C(=O)Nc1ccc(C(F)(F)F)cc1	-1.6
C[C@@H]1CN([C@@H](C)CO)C(=O)Cc2cc(NC(=O)Nc3ccc4c(c3)OCO4)ccc2O[C@@H]1CN(C)C(=O)Nc1ccccc1	1.1
C[C@@H]1CN([C@H](C)CO)C(=O)c2cc(NC(=O)CCCCCC(=O)Nc3ccccc3N)ccc2O[C@H]1CN(C)S(=O)(=O)c1ccc(Cl)cc1	-9.5
COc1ccc(NC(=O)N[C@H]2CC[C@@H](CC(=O)NCc3ccccn3)O[C@H]2CO)cc1	5.3
C[C@H]1CN([C@@H](C)CO)C(=O)c2cc(-c3ccncc3)cnc2O[C@H]1CN(C)C(=O)C1CCC1	24.2
CN1CCN(C2=Nc3ccccc3Oc3ccc(Cl)cc32)CC1	-1.6
C[C@H]1CN([C@@H](C)CO)C(=O)Cc2cc(N(C)C)ccc2O[C@H]1CN(C)S(=O)(=O)c1cn(C)cn1	-0.1

Remaining list, next part.
canonical_smiles	NSD2 block
C[C@@H]1CN([C@@H](C)CO)C(=O)c2cccc(NC(=O)c3nc4ccccc4s3)c2O[C@@H]1CN(C)Cc1ccc(Oc2ccccc2)cc1	-1.8
C[C@H](CO)N1C[C@H](C)[C@@H](CN(C)Cc2ccncc2)Oc2cc(C3=CCCC3)ccc2S1(=O)=O	1.1
C[C@H]1CN([C@@H](C)CO)S(=O)(=O)c2ccc(C#Cc3ccncc3)cc2O[C@H]1CN(C)C(=O)c1ccncc1	1.8
COc1cccn(Cc2nnc(SCC(=O)c3ccccc3)o2)c1=O	-0.8
C[C@@H]1CCCCO[C@H](CN(C)S(=O)(=O)c2cccs2)[C@H](C)CN([C@@H](C)CO)C(=O)c2cc(NS(C)(=O)=O)ccc2O1	-4.3
Cc1noc(C)c1NC(=O)N(C)C[C@H]1OCCCC[C@@H](C)Oc2ccc(NC(=O)NC(C)C)cc2C(=O)N([C@@H](C)CO)C[C@H]1C	3.6
C[C@@H]1CN([C@H](C)CO)C(=O)c2cc(C#Cc3cccnc3)cnc2O[C@@H]1CN(C)C(=O)CN(C)C	-3.3
O=C(N[C@H]1CC[C@@H](CC(=O)N2CCc3ccccc3C2)O[C@@H]1CO)C1CCC1	1.0
C[C@H](CO)N1C[C@H](C)[C@@H](CN(C)C(=O)CN(C)C)Oc2ncc(C#Cc3ccccc3)cc2C1=O	8.3
COc1cccc(-c2ccc3c(c2)O[C@H](CN(C)Cc2cccnc2)[C@@H](C)CN([C@@H](C)CO)S3(=O)=O)c1	9.2
C[C@H]1CCCCO[C@H](CN(C)C(=O)CCC(F)(F)F)[C@@H](C)CN([C@@H](C)CO)C(=O)c2cc(NC(=O)Nc3ccc4c(c3)OCO4)ccc2O1	1.6
O=C(NCc1ccc(F)cc1)[C@H]1C[C@H]2C(=O)NCC(=O)N2[C@H]1c1cccc(OCCO)c1	-2.7
C[C@@H]1CCCCO[C@@H](CN(C)C)[C@@H](C)CN([C@H](C)CO)C(=O)c2cc(N(C)C)ccc2O1	0.6
C[C@@H]1CN([C@@H](C)CO)S(=O)(=O)c2ccc(C#CC3CC3)cc2O[C@@H]1CN(C)Cc1cccnc1	-1.3
C[C@@H]1CN([C@H](C)CO)C(=O)c2cc(-c3ccccc3F)cnc2O[C@H]1CN(C)C(=O)C1CCOCC1	3.9
C[C@@H]1CCCCO[C@H](CN(C)Cc2ccc3c(c2)OCO3)[C@H](C)CN([C@H](C)CO)C(=O)c2cc(NS(C)(=O)=O)ccc2O1	7.3
C[C@@H]1CN([C@@H](C)CO)C(=O)c2cc(C3=CCCC3)cnc2O[C@H]1CN(C)C(=O)Nc1ccc(C(F)(F)F)cc1	-9.3
CC(C)C#Cc1ccc2c(c1)O[C@@H](CN(C)C)[C@@H](C)CN([C@@H](C)CO)S2(=O)=O	-6.5
C[C@H](CO)N1C[C@H](C)[C@@H](CN(C)C(=O)C2CCCCC2)Oc2ncc(C#CC3(O)CCCC3)cc2C1=O	-0.3
COc1ccc(-c2cnc3c(c2)C(=O)N([C@H](C)CO)C[C@@H](C)[C@H](CN(C)Cc2ccccc2)O3)cc1	-0.7
Cc1ccc(S(=O)(=O)N(C)C[C@H]2Oc3ccc(NC(=O)CCCCCC(=O)Nc4ccccc4N)cc3CC(=O)N([C@H](C)CO)C[C@@H]2C)cc1	9.0
CC(=O)SCC(Cc1ccccc1)C(=O)NCC(=O)OCc1ccccc1 (centres undefined)	3.5
C[C@H](CO)N1C[C@H](C)[C@H](CN(C)Cc2ccc(Cl)c(Cl)c2)Oc2ccc(NC(=O)c3ccncc3)cc2C1=O	-5.8
C[C@H](CO)N1C[C@H](C)[C@H](CN(C)Cc2ccc(C(F)(F)F)cc2)Oc2ccc(NC(=O)c3ccncc3)cc2C1=O	4.7
CCCNC(=O)C[C@H]1C[C@H]2c3cc(NS(=O)(=O)c4ccc(F)cc4)ccc3O[C@H]2[C@@H](CO)O1	0.3
COCC(=O)N(C)C[C@H]1Oc2ncc(-c3ccccc3C)cc2C(=O)N([C@@H](C)CO)C[C@@H]1C	1.3
C[C@@H]1CN([C@H](C)CO)C(=O)Cc2cc(NC(=O)Nc3cccc4ccccc34)ccc2O[C@@H]1CN(C)S(=O)(=O)c1ccc(Cl)cc1	0.5
C[C@H]1CN([C@@H](C)CO)C(=O)CCCn2cc(nn2)CO[C@@H]1CN(C)Cc1ccc(C(F)(F)F)cc1	-3.6
CCC(=O)N(C)C[C@@H]1Oc2cc(C#C[C@H](C)O)ccc2S(=O)(=O)N([C@@H](C)CO)C[C@@H]1C	-0.2
CC/C(=C(\c1ccccc1)c1ccc(OCCN(C)C)cc1)c1ccccc1	22.2
C[C@@H]1CCCCO[C@H](CN(C)C(=O)Nc2ccc3c(c2)OCO3)[C@H](C)CN([C@@H](C)CO)C(=O)c2cc(NS(C)(=O)=O)ccc2O1	-5.5
COc1ccc(S(=O)(=O)Nc2cccc3c2O[C@H](CN(C)Cc2ccc(C(=O)Nc4ccccc4N)cc2)[C@H](C)CN([C@H](C)CO)C3=O)cc1	-4.1
Cc1ccc(S(=O)(=O)Nc2ccc3c(c2)C(=O)N([C@@H](C)CO)C[C@@H](C)[C@@H](CN(C)Cc2ccccc2)OCCCC[C@H](C)O3)cc1	-0.8
O=C(CCCCCCC(=O)N/N=C/c1ccc(Br)o1)NO	1.9
CC(C)NC(=O)Nc1cccc2c1O[C@H](CN(C)CC1CC1)[C@@H](C)CN([C@H](C)CO)C2=O	-4.7
C[C@H]1CN([C@@H](C)CO)C(=O)c2cc(NS(=O)(=O)c3ccc(F)cc3)ccc2O[C@@H]1CN(C)S(=O)(=O)c1ccc(Cl)cc1	-4.7
CC(C)NC(=O)Nc1ccc2c(c1)CC(=O)N([C@@H](C)CO)C[C@H](C)[C@@H](CN(C)CC1CC1)O2	-6.2
Cc1ccc(S(=O)(=O)Nc2ccc3c(c2)C(=O)N([C@H](C)CO)C[C@@H](C)[C@@H](CN(C)Cc2ccc(C(=O)O)cc2)O3)cc1	2.2
Cc1noc(C)c1NC(=O)N(C)C[C@H]1Oc2ccc(NS(=O)(=O)c3c(C)noc3C)cc2CC(=O)N([C@H](C)CO)C[C@@H]1C	-6.2
C=CCC/C=N/NC(=O)CCCCCCC(=O)NO	1.8
C[C@@H]1CN([C@H](C)CO)C(=O)Cc2cc(NS(=O)(=O)c3ccc(Cl)cc3)ccc2O[C@@H]1CN(C)Cc1ccc(C(=O)O)cc1	-1.2
Cc1noc(C)c1NC(=O)Nc1ccc2c(c1)C(=O)N([C@@H](C)CO)C[C@@H](C)[C@H](CN(C)S(=O)(=O)c1cccs1)O2	1.5
CNC[C@@H]1OCCCC[C@@H](C)Oc2ccc(NC(=O)C3CCCCC3)cc2C(=O)N([C@H](C)CO)C[C@@H]1C	0.7
C[C@@H]1CCCCO[C@H](CN(C)S(=O)(=O)c2ccc(F)cc2)[C@@H](C)CN([C@@H](C)CO)C(=O)c2cc(NC(=O)Nc3cccc4ccccc34)ccc2O1	16.0
C[C@@H]1CN([C@H](C)CO)C(=O)CCCn2nncc2CO[C@@H]1CN(C)S(=O)(=O)c1ccc(C#N)cc1	-2.3
